# Compound activity (PubChem BioAssay)
# Apoferritin bind: binds horse apoferritin like a general anesthetic | apoferritin/1-aminoanthracene competitive binding, fluorescence | Potency, µM (highest dose often 77.5 µM), without a hit: top-dose activity change, negative = displacement, most hits filed as inhibitors | 350,000 compounds, 0.074% hits; further: potency means the concentration at half of the fitted maximal effect; on the % scale 0 is the no-effect control and ±100 the full control effect; nearly all actives have a fitted effect of over 20% in size
#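 Horse-spleen apoferritin (10 uM) was mixed with 50% saturated 1-aminoanthracene in PBS, exposed to compounds for 10 min at room temperature, and read for fluorescence (ex 380 nm, em 535 nm). Competitive displacement was fitted with a four-parameter Hill equation.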
# ERG Ets-DNA blk: inhibitors of human ERG Ets domain-DNA interaction | 370,000 compounds, 0.028% hits | fluorescence polarization, His-ERG Ets domain / labelled DNA | Potency, µM (series often up to 76.9 µM), without a hit: at the top dose FP activity, negative = inhibition, hits mostly inhibitors | AID 624246 | P11308; active means well fitted inhibition curve with a large enough effect in the polarisation, with a control signal flat; inconclusive means small, poorly fitted or top-dose-only effect, or effect the other way, or a change in a side signal; inactive means no such curve, though single readings can be large or run the other way; the % refers to the polarisation;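 further: polarization taken with two DNA probes labelled with fluorescein and Texas red; potency means the concentration at half of the fitted maximal effect; % of control where 0% means no effect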
#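 His-tagged ERG Ets domain (1 uM in the protein solution; 300mM KCl, 50mM Tris-HCl, 1mM EDTA, 1mM DTT, pH 7.5) received compound, then a probe mix of 5 nM fluorescein-DNA and 100nM Texas-615-DNA. Fluorescence polarization was read for both dyes.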
# POLB inh: blocks human DNA polymerase beta activity; P06746; Pol beta primer extension/strand displacement, fluorescence kinetic; Potency, µM (highest dose often 114 µM), inactives show top-dose activity change, negative = inhibition, usual class: inhibitors; 340,000 compounds, 1.3% hits; AID 485314; further: potency means the concentration at half of the fitted maximal effect; on the % scale 0 is the no-effect control and ±100 the full control effect
#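 Pol beta (10 nM) was preincubated with compound for 15 min at room temperature. The reaction was then started with 50 nM substrate and read immediately and after a further 10 min at room temperature.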
# POLI inh: DNA polymerase iota (human) inhibition | Pol iota fluorescent replication assay, 10 min | Potency, µM (doses to about 115 µM), inactives show top-dose activity, negative = inhibition, usual class: inhibitors | 390,000 compounds, 1% hits; further: potency means the concentration at half of the fitted maximal effect
#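 Fluorescent replication assay read twice, at 0 min and 10 min after adding 50 nM (final) substrate. Enzyme (10 nM) and compounds were first incubated 15 min at room temperature; enzyme-free buffer wells were negative controls.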
# Pol kappa inh: blocks human DNA polymerase kappa activity | Q9UBT6 | purified Pol kappa, fluorescent DNA synthesis assay, 10 min | Potency, µM (doses to about 107 µM), inactives show at the highest dose activity, negative = inhibition, hits mostly inhibitors | 400,000 compounds, 0.53% hits | AID 588579; further: potency means the concentration at half of the fitted maximal effect; on the % scale 0 is the no-effect control and ±100 the full control effect
#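 Readout: fluorescence, taken kinetically at 0 and 10 min. Conditions: 10 nM Pol kappa, 15 min RT compound preincubation, 50 nM substrate final. Controls: enzyme-free buffer wells.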
# BLM helicase inh: Bloom syndrome helicase (human) inhibition. P54132. recombinant BLM DNA unwinding, fluorescence dequenching. Potency, µM (titrated, usually from 56.1 µM), for the others: at the top dose activity change, negative = inhibition, most hits filed as inhibitors. 350,000 compounds, 0.2% hits. AID 2528;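 further: potency means the concentration at half of the fitted maximal effect; plate controls were vehicle for no effect and no enzyme for full effect; nearly all actives have a fitted effect of over 35% in size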
# APEX1 inh: inhibitors of human APE1 endonuclease. recombinant APE1, TAMRA/BHQ-2 abasic DNA cleavage fluorescence. Potency, µM (doses to about 65.8 µM), without a hit: at the top dose activity change, negative = inhibition, hits mostly inhibitors. 350,000 compounds, 0.35% hits. AID 2517;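 further: potency means the concentration at half of the fitted maximal effect; plate controls were vehicle for no effect and reference inhibitor for full effect; nearly all actives have a fitted effect of over 55% in size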
#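 Readout is kinetic fluorescence (ex 525, em 598 nm) from cleavage of 50 nM TAMRA/BHQ-2 THF abasic duplex by 0.75 nM APE1, compound added 15 min beforehand at RT.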
# TRHR ag: agonists of human TRH receptor; P34981; TRHR cells, calcium flux fluo-8, FDSS agonist mode; activation, % at 2 µM; 360,000 compounds, 0.18% hits; AID 493084; in the data active means activation above about 30%; further: 0% is about no effect
#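 TRHR-expressing cells loaded with fluo-8 calcium dye; 23 nL library compound pin-transferred, kinetic FDSS fluorescence (Ex 480/Em 530) recorded about 180 s for agonist-induced calcium release, before a 10 nM TRH EC20 addition for potentiator mode.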
# ALOX12 inh: inhibitors of human 12S-lipoxygenase ALOX12; P18054; purified 12hLO, xylenol orange hydroperoxide absorbance; Potency, µM (highest dose often 108 µM), inactives show at the highest dose activity change, negative = inhibition, most hits filed as inhibitors; 580,000 compounds, 1.1% hits; AID 1671190; further: potency means the concentration at half of the fitted maximal effect; on the % scale 0 is the no-effect control and ±100 the full control effect
#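 Purified human 12hLO (150 nM final) in 25 mM Hepes, 0.01% Triton X-100, pH 7.0 was preincubated 15 min at room temperature with compound. Then 40 uM arachidonic acid was added, 30 min. Hydroperoxide was read by Fe-XO absorbance ratio 573/405 nm.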
# * marks the source's active call; other numbers are inactive results; ? = inconclusive; nt = no result given; & = joins results of further samples; [ ] = remark or other dose. Unless noted, the call rests on the fitted dose curve; in most records, active means well fitted curve in the direction sought with a large enough effect; inconclusive means small, poorly fitted or top-dose-only effect, or another doubt; inactive means no such curve, though single readings can be large; an effect the other way counts as inactive or inconclusive.
SMILES,Apoferritin bind,ERG Ets-DNA blk,POLB inh,POLI inh,Pol kappa inh,BLM helicase inh,APEX1 inh,TRHR ag,ALOX12 inh
O=C(COC(=O)c1cnccn1)NCCc1ccccc1,-11%,3%,36%,19%,-7%,-3%,?,0.4,-14%
CCCc1nn2c(=O)cc(COC(=O)c3ccccc3NC(=O)COc3ccccc3)nc2s1,-8%,0%,13%,-11%,1%[60.1 µM],-6%,nt,-1.4,-9%
CN(C)C(=O)Cn1nc(-c2ccccc2)c2ccccc2c1=O,0%,9%,-11%,3%,-1%,-1%,1%,-0.6,-26%&-5%
CCOc1ccc(CNc2ccc(CNc3ncn[nH]3)cc2)cc1,-9%,0%,-8%,61%[activator],6%,1%,3%,-2.5,1%
COc1ccccc1NS(=O)(=O)c1ccc(C)c(C(=O)NCC(c2cccs2)N2CCOCC2)c1 (stereo not drawn),nt,6%,nt,-28%,-1%,nt,nt,nt,11%
COCCNC(=O)C1CCC(CNS(=O)(=O)c2ccccc2)CC1 (stereo not drawn),-8%,-2%,26%,-15%,6%,-1%,9%,0.3,18%
Cc1cccc(NNC(=O)C(=O)NNc2cccc(C)c2)c1,-2%,-2%,-4%,8%,4%,-8%,2%,-1.2,1.4µM*
N#Cc1c(-c2ccc3c(c2)OCO3)csc1N,-6%,-2%,-1%,4%,-3%,0%,-1%,-0.1,1%
COc1ccc(N2CCN(S(=O)(=O)c3ccc4oc(=O)c5ncn(C)c5c4c3)CC2)cc1,?,-2%,15%,-5%,3%,-3%,nt,-0.7,-11%
O=C1C2C(C(=O)N1/N=C/c1cccc([N+](=O)[O-])c1)C1C=CC2C12CC2 (stereo not drawn),?,0%,-13%,3%,-7%,1%,-1%,-0.8,5%
Cc1ccc(C)c2c1[nH]c1ccc([N+](=O)[O-])cc12,?,3%,10%,?,-4%,1%,-10%,-0.2,?
COCCCNC(=O)CCc1c(C)nc2c(-c3ccc(F)cc3)c(C)nn2c1C,-4%,1%,17%,16%,-12%,0%,1%,-0.8,-3%
CCN1CCC(O)(C(C(=O)O)c2ccccc2)CC1 (stereo not drawn),nt,1%,nt,71%[activator],-15%,nt,nt,nt,-18%
COc1ccc(/C(N)=N/OC(=O)CN(C)S(=O)(=O)c2ccc(C)cc2)cc1,0%,0%,0%,8%,-13%,-5%,16%,5.8,-9%
Cc1ccc(C(=O)COC(=O)COc2ccccc2C)cc1,?,-7%,-10%,11%,-7%,-3%,53%,1.0,1%
O=C(O)c1ccc(N2CC3CC(C2)c2cccc(=O)n2C3)c(NS(=O)(=O)c2cccc(C(F)(F)F)c2)c1 (stereo not drawn),4%,1%,-6%,13%,13%,-1%,-10%,0.3,-9%
CCCc1cc(=O)oc2cc(OCC(=O)Nc3ccc(CN4CCOCC4)cc3)c(Cl)cc12,-7%,-1%,16%,-10%,-19%,-4%,-12%,0.4,-15%
CNS(=O)(=O)c1cccc(C(=O)OCC(=O)N(CCC#N)c2ccccc2)c1,-6%,-1%,6%,123%[activator],-3%,-5%,-6%,0.4,-8%
O=C(NCc1ccccn1)C1CCN(S(=O)(=O)c2cc(Cl)ccc2Cl)CC1,-3%,12%,17%,-4%,11%,0%,19%,0.3,15%
O=C(Cc1ccccc1)NCc1nc2ccccc2[nH]1,nt,-8%,nt,2%,6%,nt,nt,nt,5%
O=c1[nH]cnc2scc(-c3cccs3)c12,-3%,-4%,-4%,-1%,-1%,-1%,12%,-0.1,336%&-5%[activator]
CC1CC2(CCCC2)Nc2ccc(F)cc21 (stereo not drawn),1%,8%,84%,5%,14%,-1%,4%,-0.5,?
COc1ccc(CCN2CC(C(=O)N(C)CC(=O)Nc3cccc(F)c3)CC2=O)cc1OC (stereo not drawn),-1%,-11%,51%,9%,-5%,1%,-9%,-0.4,41%[activator]
CCc1onc(C)c1C(=O)Nc1ccc2c(c1)OCO2,1%,-3%,-8%,32%,6%,2%,25%,-0.3,1%
COc1ccc2c(c1)OC(=O)CC2c1ccccc1OC (stereo not drawn),-9%[110 µM],-7%,nt,?,-11%&-9%,-6%[75.6 µM],0%&-4%,nt,?
# Following part.
SMILES,Apoferritin bind,ERG Ets-DNA blk,POLB inh,POLI inh,Pol kappa inh,BLM helicase inh,APEX1 inh,TRHR ag,ALOX12 inh
CN(C)CCN(C(=O)c1ccc2ccccc2c1)c1nc2c(F)cccc2s1,1%,19%,-27%,-10%,10%,-3%,-15%,0.1,6%
CC(C)(C)CC(=O)NCC(c1ccc2c(c1)OCO2)N1CCN(c2ccccc2)CC1 (stereo not drawn),-2%,1%,3%,0%,-3%[60.1 µM],-2%,nt,0.6,-18%
Cc1c(NC(=O)CCc2ccc(S(=O)(=O)N3CCOCC3)cc2)c(=O)n(-c2ccccc2)n1C,nt,-2%,nt,31%[activator],4%,nt,nt,nt,6%
CN(C)S(=O)(=O)c1cccc(NC(=O)COC(=O)c2ccc([N+](=O)[O-])o2)c1,-11%,nt,-16%,10%,-17%,3%,-3%,-0.6,1%
Cc1nnc(SCC2=C(C(=O)O)N3C(=O)C(NC(=O)Cn4nc(C(F)F)cc4C)C3SC2)s1 (stereo not drawn),-1%,-1%,?,16µM*,?,-10%,?,0.3,-19%
Cc1ccccc1-c1cc(C(=O)O)n(CC2CC(c3cccnc3)=NO2)n1 (stereo not drawn),nt,1%,nt,13%,10%,nt,48%[activator],0.5,?
CCOc1ccc(NC(=O)c2cnn(-c3ccc(C)c(C)c3)c2C2CCN(C(=O)OC(C)(C)C)CC2)cc1,-1%,5%,15%,21%,-5%,-6%,nt,-0.3,-9%
Cc1nc(NC2=NCN(C3CCCCC3C)CN2)nc2ccccc12 (stereo not drawn),4%,nt,?,nt,nt,31%[activator],-3%,-0.1,nt
COC(=O)c1c(NC(=O)c2cc3nc(-c4ccc(Br)cc4)cc(C(F)(F)F)n3n2)sc2c1CCCC2,1%,0%,47%,-9%,-6%[60.1 µM],2%,nt,1.5,0%
CCOc1ccc(C(=O)N/N=C(/C)C2C(=O)c3ccccc3C2=O)cc1,-5%,0%,25%,34%[activator],-20%,-11%,9%,-0.2,-6%
CCC1CCc2sc(C(=O)NCC(c3ccc(OC)cc3)N3CCOCC3)cc2C1 (stereo not drawn),nt,-4%,nt,-12%,2%,nt,10%,-0.6,-8%
Cc1cccc(Cn2c(=O)n(Cc3ccc(C(=O)NC4CCN(Cc5ccccc5)CC4)cc3)c(=O)c3ccccc32)c1,-12%,-3%,32%,-10%,10%,-3%,nt,1.2,-22%
O=C(CSc1nnc(-c2ccccc2)n1Cc1ccco1)NCc1ccc2c(c1)OCO2,-20%,-1%,3%,3%,-4%,-4%,0%,0.2,0%
COc1ccc(OC)c(C2NC(=S)NC3=C2N2CCC3CC2)c1 (stereo not drawn),-6%,-1%,89%,26%,-5%,-3%,1%,-0.2,0%
CC(=O)Nc1ccc(NC(=O)[C@@H](NC(=O)N2C[C@H]3C[C@@H](C2)c2cccc(=O)n2C3)C(C)C)cc1,-4%,-4%,48%,25%,5%,-3%,-5%,0.3,-4%
O=C(Nc1ccnc(-c2cccnc2)n1)c1ccccc1Cl,-17%,-2%,?,5%,-14%,2%,-2%,-0.1,14%

# This is a subset; count on the stated rates, not on these rows.
